EphB4 ephrin blk – blocks human EphB4 binding to ephrin-B2. P54760. EphB4 LBD / TNYL-RAW-Alexa532 peptide, fluorescence polarization. inhibition, % at 7 µM. 0.15% of 97,000 active. AID 720;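 active means inhibition above the screen-wide mean inhibition plus 3 SD, cut at about 15% in these data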;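 further: 0% = DMSO wells and 100% = excess unlabeled TNYL-RAW peptide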
PLK1 PBD inh – inhibitors of human Plk1 polo box domain binding | Plk1 PBD phosphopeptide binding, fluorescence polarization | 0.13% of 97,000 active | inhibition, %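 (tested at about 20 µM)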 | AID 693; in the data active means inhibition above about 34%, passing the limit was not always enough
CYP2C9 inh – blocks human cytochrome P450 2C9. P11712. CYP2C9 Supersomes, luciferin-H conversion, luminescence. inhibition, % at 5 µM. 20% of 96,000 active;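 active means blocking of liver enzyme CYP2C9 beyond about 50% at 5 µM, limit read from the data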; further: values of inactives mirror those of a sister screen read the other way
PTPN22 inh 2 – inhibitors of human LYP (PTPN22) phosphatase. inhibition, % at 2 µM. Q9Y2R2. 0.21% of 96,000 active. recombinant LYP catalytic domain, DiFMUP fluorescence;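 active means inhibition at 2 µM at or above a set limit, the screen mean plus 3 SD, cut at about 24% in these data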;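 further: 0% = DMSO with enzyme and 100% = enzyme fully blocked by orthovanadate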
Target sequence (Q9Y2R2 whole entry, looked up, the tested form may be a part): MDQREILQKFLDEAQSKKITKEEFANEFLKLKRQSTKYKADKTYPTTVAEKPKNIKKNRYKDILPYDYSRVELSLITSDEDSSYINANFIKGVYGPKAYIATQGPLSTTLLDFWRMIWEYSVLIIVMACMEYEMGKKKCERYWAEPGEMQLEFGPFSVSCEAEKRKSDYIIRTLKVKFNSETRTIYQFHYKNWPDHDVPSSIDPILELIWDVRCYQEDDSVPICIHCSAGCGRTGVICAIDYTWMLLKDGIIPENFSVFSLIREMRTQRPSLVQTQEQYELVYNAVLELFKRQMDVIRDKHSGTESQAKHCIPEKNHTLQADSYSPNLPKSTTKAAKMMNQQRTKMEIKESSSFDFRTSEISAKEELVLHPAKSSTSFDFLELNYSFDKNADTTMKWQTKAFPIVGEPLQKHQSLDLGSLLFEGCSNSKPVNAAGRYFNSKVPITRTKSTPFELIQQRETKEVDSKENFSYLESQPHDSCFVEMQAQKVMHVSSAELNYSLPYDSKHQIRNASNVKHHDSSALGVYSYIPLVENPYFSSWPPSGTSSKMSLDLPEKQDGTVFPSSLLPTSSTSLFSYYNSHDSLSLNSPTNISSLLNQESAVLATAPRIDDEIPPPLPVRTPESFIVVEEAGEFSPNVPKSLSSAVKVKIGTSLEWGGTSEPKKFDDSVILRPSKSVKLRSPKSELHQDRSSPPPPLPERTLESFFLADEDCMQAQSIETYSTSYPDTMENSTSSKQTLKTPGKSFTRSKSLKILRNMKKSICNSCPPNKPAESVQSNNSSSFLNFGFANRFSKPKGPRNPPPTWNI
CYP2C9 act – activators of human CYP2C9; P11712; recombinant CYP2C9, luciferin-H conversion, luminescence; active compounds read high; factor 1 = untreated enzyme, 0 = blocked; activation factor at 5 µM; 1.4% of 96,000 active; AID 1024;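 active means activation factor of 2 or more for CYP2C9 at a 5 µM dose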;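 further: 0 = sulfaphenazole-blocked wells and 1 = vehicle-only wells; values of inactives mirror those of a sister screen read the other way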
HIV Rev-RRE inh – inhibitors of HIV-1 Rev-RRE RNA interaction; P05866; Rev peptide-RRE RNA binding, FRET; inhibition, % at 8 µM; 0.79% of 97,000 active; AID 704;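 active means inhibition above the screen-wide mean plus 3 SD, cut at about 35% in these data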;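 further: 0% = median DMSO wells and 100% = median Neomycin B control wells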
Target sequence (P05866 whole entry, looked up): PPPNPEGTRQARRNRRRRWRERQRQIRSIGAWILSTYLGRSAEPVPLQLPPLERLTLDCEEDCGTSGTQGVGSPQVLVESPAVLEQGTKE
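Test system: Cy5-tagged RRE RNA duplex with fluorescein-tagged Rev peptide | Read-out: % inhibition of FRET ratio versus controls | Probe or stimulus: Labelled Rev peptide | Incubation: 5 min RNA-compound premix plus 15 min binding step, 25 °C | Technique: FRET fluorescence readout | Benchmarks: DMSO low control, neomycin B high control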
Candida biofilm – kills Candida albicans biofilms; inhibition, % at 6 µM; C. albicans biofilm + clotrimazole, Alamar Blue; 0.14% of 85,000 active;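 active means inhibition above 20%; inactive means inhibition below 20%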;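 further: preformed 24 hr biofilms exposed to compound for 48 hr; 0% = biofilm without compound and 100% = blank killed by clotrimazole plus chlorhexidine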
LYP act – increases human PTPN22 phosphatase activity; Q9Y2R2; activation, % at 2 µM; 0.11% of 96,000 active; recombinant LYP, DiFMUP fluorescence; 0 = plate median, 100 = signal doubled;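 active means activation at 2 µM above a set limit, the mean plus 5 SD, cut at about 37% in these data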
PLK1 kinase inh – PLK1 (human) kinase inhibition | inhibition, % at 10 µM | 0.53% of 97,000 active | P53350 | AID 619 | recombinant PLK1 kinase, TR-FRET peptide phosphorylation;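 active means inhibition of 50% or more in the single-concentration screen; inactive means inhibition below 50%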;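 further: 0% = DMSO max control and 100% = H-89 dihydrochloride min control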
The depositor's hits bear a star; . = no result given.

SMILES	EphB4 ephrin blk	PLK1 PBD inh	CYP2C9 inh	PTPN22 inh 2	CYP2C9 act	HIV Rev-RRE inh	Candida biofilm	LYP act	PLK1 kinase inh
COc1ccc(N2CCN(C(=O)c3csc4ccccc34)CC2)cc1	2	-28	-83	-1	1.8	2	.	1	-10
O=C(CSc1nnnn1C1CCCCC1)N1CCc2ccccc21	-1	33	-11	10	1.1	-2	5	-7	-8
Cc1ccc(C(=O)Nc2nc3ccccc3c(=O)s2)cc1	1	-3	2	-5	1	-3	1	4	-329
O=S(=O)(NCc1ccc2c(c1)OCO2)c1cnc[nH]1	3	-11	92*	6	0.1	1	1	-7	-10
CCCc1ccc(Oc2cc(C)nc(N3CCOCC3)n2)cc1	-7	-14	-2	-2	1	6	5	-1	-4
CC(C)NC(=S)N/N=C1\CCCCC1C1CCCCC1 (stereo not drawn)	-1	-5	80*	0	0.2	-5	.	0	-1
N#Cc1c(C#N)c(-c2ccccc2)n(-c2ccccc2)c1N	-1	10	8	2	0.9	7	14	1	-11
CC(C)(C)NCCOc1ccc(Br)cc1	3	-2	-7	10	1.1	6	7	-7	-2
CCOc1cc(C2C(C(=O)c3ccc(C)o3)=C(O)C(=O)N2CCc2ccccc2)ccc1O (stereo not drawn)	-2	-10	22	3	0.8	6	4	2	-8
O=C(c1cnn2ccccc12)N1CCCc2ccccc21	-3	8	17	0	0.8	1	3	-3	-7
CCC(=O)Nc1cccc(NC(=S)NC(=O)Cc2ccccc2)c1	-4	26	5	3	1	-3	.	0	-7
COc1ccc(/C=N\NC(=O)C2=NNC(=O)C2C)cc1 (stereo not drawn)	3	-9	-10	-2	1.1	5	.	4	-7
COc1ccc(COC(=O)C2=C(C)NC(=O)NC2c2ccc(O)c(OC)c2)cc1 (stereo not drawn)	1	-12	62*	1	0.4	0	-4	-3	-15
CCc1nnc(NC(=O)CCC(=O)N2CCN(Cc3cc(Cl)ccc3OC)CC2)s1	-3	-3	23	2	0.8	4	11	-3	-8
COc1ccc(-c2nc(CSCC(=O)NCC3CCCO3)c(C)o2)cc1OC (stereo not drawn)	-15	-36	13	2	0.9	-6	.	-3	7
Nc1cc(C(=O)O)ccc1N1CCCCC1	-1	7	.	-5	.	-2	7	2	0
COc1cc(NC(=O)Cn2nc(Cc3cccnc3)c3ccccc3c2=O)cc(OC)c1OC	10	16	62*	2	0.4	6	4	-3	-13
Cc1cc(-c2ccccc2)n2nc(C)c(C#N)c2n1	-3	13	5	6	1	4	3	-6	-13
Cc1cccc(NC2=NC(C)(C)N=C(N)N2)c1C	9	-5	-4	1	1	5	8	-2	-8
COc1cccc2cc(C(=O)N3CCN(C(=O)c4ccco4)CC3)c(=O)oc12	-5	-9	-69	-6	1.7	1	3	5	-15
COC(=O)CSc1nc2cc(C)ccc2cc1C#N	1	12	4	-8	1	12	-3	6	6
O=C(Cn1nc(C(F)F)cc1C(F)F)N/N=C/c1ccc2c(c1)OCO2	-6	-20	2	8	1	-1	.	-10	-1
CCC1CCCCN1CCCNC(=O)COc1cc(=O)n(C)c2ccccc12 (stereo not drawn)	-6	6	3	2	1	1	2	-5	1
COC(=O)CN1C(=O)C(O)=C(C(C)=O)C1c1ccc([N+](=O)[O-])cc1 (stereo not drawn)	3	-5	4	6	1	5	-2	-6	-9
O=c1c2ccccc2nnn1CSc1ncnc2ccccc12	4	5	-1	5	1	2	.	-7	-14
Cn1nc(-c2ccccc2)c(C(O)c2ccccc2C(F)(F)F)c1Cl (stereo not drawn)	-6	15	20	3	0.8	5	.	0	-13
COc1ccc(OC(C)C(=O)NCc2cccnc2)cc1 (stereo not drawn)	2	21	35	0	0.7	9	11	-1	-3
O=C(Nc1ccc(Cl)c([N+](=O)[O-])c1)c1ccc(NCCCN2CCOCC2)c([N+](=O)[O-])c1	3	1	16	5	0.8	0	.	-7	-13
O=C(Nc1nn(Cc2ccccc2F)cc1Br)c1cccs1	2	-5	8	-7	0.9	3	8	6	-11
Cc1cc(SCC(=O)c2ccccc2)nc(C)n1	-3	21	22	9	0.8	1	0	-10	-9
Cc1nn(CCc2n[nH]c(=S)n2-c2cccc(Cl)c2)c(C)c1[N+](=O)[O-]	1	14	22	0	0.8	-1	.	1	-9
COC(=O)c1cc(Br)c(=O)n(-c2ccccc2OC)c1	-2	2	-22	-5	1.2	4	7	2	-2
CC(C)CN(CCNC(=O)CC1Oc2ccccc2NC1=O)CC(C)C (stereo not drawn)	2	-12	-4	0	1	7	5	-3	-23
CC(C)(C)C(=O)Nc1nc(-c2ccc3c(c2)OCO3)cs1	6	-1	94*	-8	0.1	-1	-2	4	6
Cc1nc(CN2CCN(C(=O)c3ccc(Br)cc3)CC2)cs1	-6	13	-16	5	1.2	5	6	-3	-11
O=C(NCC1CCCO1)[C@@H]1CSC2c3ccccc3C(=O)N21 (stereo partly drawn)	2	-2	22	-10	0.8	0	3	10	-10
COc1ccccc1S(=O)(=O)Cc1ccc(C(=O)N2CCN(c3ccccc3)CC2)o1	-3	8	22	2	0.8	4	-1	-4	-6
O=C(CSCc1cnn(-c2ccccc2)c1-n1cccc1)NCCN1CCOCC1	0	8	46	3	0.5	2	9	-4	-7
CCc1ccc(N(C(=O)c2ccco2)C(C(=O)NC2CCCC2)c2ccco2)cc1 (stereo not drawn)	2	-8	.	3	.	-1	2	-8	-8
Cn1c(SCC(=O)N2CCc3ccccc32)nnc1C1CC1	5	-11	8	-3	0.9	12	5	1	-3
C#CCN(C#N)c1nc(NCC)nc(NC(C)C)n1	5	-20	34	-3	0.7	5	5	2	2
O=C(CSc1nnc(CNC(=O)c2ccccc2F)o1)Nc1ccc2c(c1)OCCO2	2	6	18	2	0.8	-5	9	1	7
CCCN1C(=O)C(NS(=O)(=O)c2ccc(N)cc2)(C(F)(F)F)C(C(=O)OC)=C1C (stereo not drawn)	-1	18	-3	2	1	4	7	-5	-5
Cc1ccc(N(CC(=O)O)S(=O)(=O)c2cccc3nonc23)cc1	12	10	14	-13	0.9	10	3	12	-10
COc1cc(C(=O)OCC(=O)NC2CCCC2)cc(NC(=O)c2ccco2)c1OC	2	-15	73*	2	0.3	11	.	-4	-7
COC(=O)c1[nH]c2ccccc2c1NC(=O)CNC1CCCCC1	4	9	-17	-6	1.2	7	.	7	-10
CCOC(=O)N1CCN(C(=O)CCSc2ccccc2)CC1	-8	-11	38	-5	0.6	2	6	2	-10
COc1ccc(C(=O)Nc2cc(C)c3c(=O)oc4ccccc4c3n2)cc1	2	26	5	2	0.9	5	9	-2	-58

For convenience, 13 of the compounds above.
SMILES	EphB4 ephrin blk	PLK1 PBD inh	CYP2C9 inh	PTPN22 inh 2	CYP2C9 act	HIV Rev-RRE inh	Candida biofilm	LYP act	PLK1 kinase inh
COc1ccc(N2CCN(C(=O)c3csc4ccccc34)CC2)cc1	2	-28	-83	-1	1.8	2	.	1	-10
O=C(CSc1nnnn1C1CCCCC1)N1CCc2ccccc21	-1	33	-11	10	1.1	-2	5	-7	-8
Cc1ccc(C(=O)Nc2nc3ccccc3c(=O)s2)cc1	1	-3	2	-5	1	-3	1	4	-329
O=S(=O)(NCc1ccc2c(c1)OCO2)c1cnc[nH]1	3	-11	92*	6	0.1	1	1	-7	-10
CCCc1ccc(Oc2cc(C)nc(N3CCOCC3)n2)cc1	-7	-14	-2	-2	1	6	5	-1	-4
CC(C)NC(=S)N/N=C1\CCCCC1C1CCCCC1 (stereo not drawn)	-1	-5	80*	0	0.2	-5	.	0	-1
N#Cc1c(C#N)c(-c2ccccc2)n(-c2ccccc2)c1N	-1	10	8	2	0.9	7	14	1	-11
CC(C)(C)NCCOc1ccc(Br)cc1	3	-2	-7	10	1.1	6	7	-7	-2
CCOc1cc(C2C(C(=O)c3ccc(C)o3)=C(O)C(=O)N2CCc2ccccc2)ccc1O (stereo not drawn)	-2	-10	22	3	0.8	6	4	2	-8
O=C(c1cnn2ccccc12)N1CCCc2ccccc21	-3	8	17	0	0.8	1	3	-3	-7
CCC(=O)Nc1cccc(NC(=S)NC(=O)Cc2ccccc2)c1	-4	26	5	3	1	-3	.	0	-7
COc1ccc(/C=N\NC(=O)C2=NNC(=O)C2C)cc1 (stereo not drawn)	3	-9	-10	-2	1.1	5	.	4	-7
COc1ccc(COC(=O)C2=C(C)NC(=O)NC2c2ccc(O)c(OC)c2)cc1 (stereo not drawn)	1	-12	62*	1	0.4	0	-4	-3	-15

The list goes on.
SMILES	EphB4 ephrin blk	PLK1 PBD inh	CYP2C9 inh	PTPN22 inh 2	CYP2C9 act	HIV Rev-RRE inh	Candida biofilm	LYP act	PLK1 kinase inh
CC(=O)NS(=O)(=O)c1cccnc1Nc1ccc(Cl)cc1	4	20	85*	-4	0.2	5	.	2	-11
O=C(CSc1nc2ccccc2s1)N1CCOCC1	5	-23	26	-9	0.7	7	-1	7	-11
O=C(NCc1ccco1)C1CCN(S(=O)(=O)N2CCOCC2)CC1	3	-16	-9	-2	1.1	11	-1	0	-9
O=C(Nc1ccc(S(=O)(=O)NCc2ccccc2)cc1)c1ccc(Br)o1	-9	-7	.	0	.	3	9	1	3
CC(=O)Nc1nonc1NC(=O)CSC1=NCCS1	3	-7	5	11	1	4	11	-14	-11
O=C(Nc1ccn(Cc2ccc(Cl)cc2)n1)c1ccc2c(c1)OCO2	6	-16	92*	-5	0.1	5	0	3	1
CCN(c1ccccc1)S(=O)(=O)c1ccc(NC(=O)C(C)(C)C)cc1	8	-7	32	4	0.7	7	2	-4	-10
O=C(Oc1ccccc1)c1ccc(COC(=O)c2cnccn2)cc1	2	-4	56*	-3	0.4	2	-3	1	-10
COc1ccc(C(=O)Nn2c(C3CCC3)nc3ccccc3c2=O)c(OC)c1	-3	24	.	-10	.	1	3	6	-15
CC(=O)c1ccc(OCC(O)CN2C(C)(C)CC(O)CC2(C)C)cc1 (stereo not drawn)	-2	30	38	-4	0.6	2	-3	3	-8
Cc1cc(N2C(=O)C3CC=CCC3C2=O)no1 (stereo not drawn)	-2	2	.	-8	.	2	8	8	-6
CC(=O)NNc1cccc(Cl)n1	-7	38	4	0	1	1	.	3	-5
C(=C\c1ccccc1)/CN1CCN(c2ncnc3c2oc2ccccc23)CC1	1	8	40	1	0.6	-2	1	0	4
O=C(Nc1cccc(C(F)(F)F)c1)c1ccco1	-2	-8	-33	-8	1.3	4	-2	2	-3
Cc1c(NS(=O)(=O)c2cccc(C(=O)NCc3ccncc3)c2)c(=O)n(-c2ccccc2)n1C	-3	10	3	-12	1	4	3	12	-9
COc1c2c(nc3occc13)C(CCC(C)(C)O)(OC)C(O)CC2 (stereo not drawn)	-8	-23	54*	-8	0.5	5	1	6	-10
Cc1nc(C)c(C(=O)Nc2nc3c(C)cccc3s2)o1	-4	-16	12	3	0.9	9	4	-5	-10
CCOC(=O)CP(=O)(c1ccccc1)c1ccccc1	-4	-12	-11	8	1.1	1	5	-4	1
